Epigenetic mod: epigenetic GFP locus derepression in mouse cells | mouse C127i GFP locus derepression, cytometry, 30 h | Potency, µM (series often up to 46.1 µM), inactives show top-dose GFP derepression (activation) | hit rate 0.09% among 68,000 | AID 597; also: % of control where 0% means no effect
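Derepression screen: silenced CMV-GFP reporter in murine C127i cells, 30 h compound incubation at 37 C, washed cells imaged by laser-scanning cytometer to enumerate GFP-expressing objects of 20 to 120 um.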
Fluorescein fluor: compound fluoresces in the fluorescein spectral region; Compound autofluorescence, 480/540 nm, fluorescein-equivalent; hits give high values; max fluorescein-equivalent concentration, M; hit rate 0.91% among 59,000; in the data active = max fluorescein-equivalent concentration above about 10 nM; inconclusive = between about 1.1 nM and that limit
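Normalized response (dye-equivalent concentration) derives from comparing each well's 540 nm emission, under 480 nm excitation, with plate-resident fluorescein standards. Compounds were held in 100 mM Tris, pH 8.0, for 15 min at room temperature.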
Hsp90 Hop PPI: changes Hsp90-Hop TPR2A binding signal, up or down | AlphaScreen TPR2A-His6 binding biotin-Hsp90 C-terminal peptide | hit rate 0.44% among 71,000 | Potency, µM (doses to about 57 µM), for the others: at the top dose activity change, negative = inhibition | AID 595; active = well fitted curve in either direction with a large enough effect; inconclusive = small, poorly fitted or top-dose-only effect, or another doubt; also: potency is read from the fitted curve at half-maximal effect; % is scaled to controls: 0 for no effect and ±100 for the full control effect; many of its hits are not listed in these tables
ERK AVP inh: blocks ERK signaling stimulated by vasopressin. HEK293-V1b, vasopressin-stimulated pERK AlphaScreen. Potency, µM (top dose mostly 57.5 µM), for the others: at the top dose activity, negative = inhibition, usual class: inhibitors. hit rate 0.99% among 72,000. AID 995; also: potency is read from the fitted curve at half-maximal effect; % is scaled to controls: 0 for no effect and ±100 for the full control effect; nearly all actives have a fitted effect of over 55% in size
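HEK293 cells stably expressing V1b receptor, preincubated 30 min at 37 °C with compound, then stimulated 5 min with 25 nM vasopressin. Phospho-ERK by AlphaScreen SureFire after 5 h RT; normalized to DMSO and vasopressin; AC50 by Hill fit.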
HBB splice mod: alters splicing of the hemoglobin beta chain | AID 925 | Potency, µM (series often up to 46.1 µM), inactives show top-dose activation, hits mostly activators | hit rate 0.06% among 65,000 | HBB splicing reporter cell assay, activation; EGFP reporter with mutant IVS2-654 intron; response scale: normalised to 500 nM splice-correcting PNA; also: potency is read from the fitted curve at half-maximal effect; 0% is about no effect
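HeLa cells stably expressing EGFP interrupted by mutant beta-globin intron 2 (IVS2-654), 500/well in 2% FCS. Treated with compound for 2 days at 37C. Splicing correction scored as total well GFP intensity (488 nm excitation, 500-520 nm emission); 500 nM antisense PNA served as control.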
UbGFP stabilizer: ubiquitin-GFP accumulation via proteasome inhibition | Ubiquitin-GFP reporter cells, proteasome inhibition, GFP fluorescence; response scale: untreated = 0%, 10 µM MG-132 = 100% | Potency, µM (series often up to 45.9 µM), for the others: top-dose activation (GFP accumulation), hits mostly activators | 67,000 tested, under 10 active | AID 526; active = well fitted activation curve with a large enough effect, not every such curve was filed as active; inconclusive = small, poorly fitted or top-dose-only effect, or another doubt; inactive = no such curve, though single readings can be large or run the other way; also: potency is read from the fitted curve at half-maximal effect
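Proteasome block read as GFP accumulation: ubiquitin(G76V)-GFP U2OS cells exposed to compound (2.9 nM–46 uM) for 4 hr at 37 C. Normalization used untreated cells as 0% and 10 uM MG-132 as 100%; concentration-response curves fitted.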
Luciferase inh: inhibitors of firefly luciferase; P08659; purified firefly luciferase, luminescence, 8 min; Potency, µM (doses to about 57.1 µM), without a hit: at the highest dose activity change, negative = inhibition, most hits filed as inhibitors; hit rate 2.2% among 72,000; also: potency is read from the fitted curve at half-maximal effect; % is scaled to controls: 0 for no effect and ±100 for the full control effect; nearly all actives have a fitted effect of over 40% in size
Target sequence (P08659 whole entry, looked up): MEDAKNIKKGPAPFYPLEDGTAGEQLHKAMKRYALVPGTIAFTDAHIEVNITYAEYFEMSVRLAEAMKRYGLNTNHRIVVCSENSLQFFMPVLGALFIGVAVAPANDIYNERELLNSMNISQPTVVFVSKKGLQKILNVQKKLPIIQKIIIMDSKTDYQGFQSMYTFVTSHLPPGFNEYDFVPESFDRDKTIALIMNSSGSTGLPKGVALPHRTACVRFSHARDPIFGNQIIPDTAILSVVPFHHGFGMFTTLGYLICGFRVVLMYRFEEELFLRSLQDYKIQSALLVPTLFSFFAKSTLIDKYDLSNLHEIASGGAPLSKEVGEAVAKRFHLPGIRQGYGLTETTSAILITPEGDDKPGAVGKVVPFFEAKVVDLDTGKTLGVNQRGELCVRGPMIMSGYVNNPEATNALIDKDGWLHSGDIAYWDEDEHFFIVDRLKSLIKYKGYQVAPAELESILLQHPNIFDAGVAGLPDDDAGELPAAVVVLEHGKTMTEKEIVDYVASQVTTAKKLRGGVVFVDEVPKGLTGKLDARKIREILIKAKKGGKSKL
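qHTS concentration-response profiling: light output of P. pyralis luciferase with luciferin and 10 uM ATP, imidazole buffer pH 7.2. Read by luminescence after 8-min room-temperature incubation.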
A350 fluor: compound fluoresces in the Alexa 350 spectral region | Compound autofluorescence, 340/450 nm, Alexa 350 dye-equivalents; hits give high values | max dye-equivalent concentration, M | hit rate 11% among 59,000 | AID 590; in the data active = max dye-equivalent concentration above about 10 nM; inconclusive = mostly about 1.1 nM to 9.6 nM
Texas Red fluor: compounds fluorescent in Texas Red spectral region. Compound fluorescence, Texas Red channel, 547/618 nm; hits give high values. max dye-equivalent concentration, M. hit rate 0.06% among 59,000. AID 587; in the data active = max dye-equivalent concentration above about 10 nM; inconclusive = between about 1.1 nM and that limit
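Fluorescence at ex 547/em 618 nm, normalized against an on-plate Texas Red standard series to give dye-equivalent concentration per compound concentration. Buffer 100 mM Tris, pH 8.0; 15 min RT incubation before CCD imaging.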
4MU fluor: 4-MU region autofluorescence; compound autofluorescence, 340/450 nm, 4-MU equivalents; hits give high values; max dye-equivalent concentration, M; hit rate 11% among 59,000; in the data active = max dye-equivalent concentration above about 10 nM; inconclusive = mostly about 1.1 nM to 9.6 nM
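Compounds in 100 mM Tris, pH 8.0, sat 15 min at room temperature before fluorescence was read at 340 nm excitation/450 nm emission; a per-plate six-point 4-MU standard curve converted signals to dye-equivalent concentration at each compound concentration.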
CRE Fsk mod: alters forskolin-stimulated CRE reporter signaling in CHO cells; CHO CRE-bla reporter (cAMP response element driving beta-lactamase), forskolin EC10, beta-lactamase ratio; Potency, µM (series often up to 38.2 µM), inactives show top-dose activity change, negative = inhibition, usual class: activators; hit rate 2.5% among 71,000; AID 662; active = well fitted activation curve with a large enough effect in the signal ratio, with a control signal flat, not every such curve was filed as active; inconclusive = small, poorly fitted or top-dose-only effect, or effect the other way, or a change in a side signal; the % refers to the signal ratio; also: potency is read from the fitted curve at half-maximal effect; % of control where 0% means no effect
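The 460nm/530nm emission ratio after CCF4 loading defined %Activity, from which AC50 values were obtained. CRE-bla CHO cells received compound dilution series together with an EC10 level of NKH 477 for 3 hours at 37 degrees Celsius.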
Starred values were filed as active, the others as inactive; i = inactive; u = inconclusive; x = not tested or not shown; [ ] = remark or other dose. Unless noted, calls follow the shape of the dose curve; as a rule, active = well fitted curve in the direction sought with a large enough effect; inconclusive = small, poorly fitted or top-dose-only effect, or another doubt; inactive = no such curve, though single readings can be large; an effect the other way counts as inactive or inconclusive.

SMILES	Epigenetic mod	Fluorescein fluor	Hsp90 Hop PPI	ERK AVP inh	HBB splice mod	UbGFP stabilizer	Luciferase inh	A350 fluor	Texas Red fluor	4MU fluor	CRE Fsk mod
O=C(CC1Nc2ccccc2NC1=O)Nc1ccccc1 (stereo unspecified)	-2%	u	0%	-8%	1.8%	-6%	-4%	1e-07M*	i	8.9e-08M*	u
CCOc1ccc(/C(O)=C2/C(=O)C(=O)N(CCN(C)C)C2c2ccccc2)cc1Cl (stereo unspecified)	8%[20.6 µM]	i	x	x	x	x	1%[25.5 µM]	i	i	i	x
c1ccc(Cc2nn3c(C4COc5ccccc5O4)nnc3s2)cc1 (stereo unspecified)	-5%	i	0%	u	-0.5%	11%	-2%	i	i	i	u
c1ccc(NC(=NCc2ccco2)c2ccccc2)cc1	1%	i	-1%	3%	-0.3%[57.5 µM]	1%	-2%	i	u	i	3%
Cc1ccc(C)c(CSc2nnc([C@@H](N)C(C)C)o2)c1	2%	i	1%	-6%	0.7%[0.369 µM]	x	-5%	u	u	i	-8%
CCC(=O)c1ccc(OCCn2cncn2)cc1	-2%	u	-6%	-9%	-0.1%	15%	0%	i	i	i	-3%
CC(C)CC(=O)Nc1ccc2oc(-c3cccnc3)nc2c1	2%	x	-1%[11 µM]	-20%	-3.4%[0.0738 µM]	-9%[9.17 µM]	13µM*	x	x	x	u
COc1ccc(CNCCNC(=O)c2ccco2)c(OC)c1OC	1%	i	0%	0%	x	1%	1%	i	i	i	-1%
Cc1c(NC(=O)c2ccccc2NS(=O)(=O)c2ccc(F)cc2)c(=O)n(-c2ccccc2)n1C	2%	i	-5%	0%	0.7%	-2%	-10%	u	u	u	-5%
COc1ccc(NC(=O)C(C)N(c2ccc(C)cc2)S(C)(=O)=O)c(OC)c1 (stereo unspecified)	2%	u	-1%	-14%	0.4%	-6%	0%	i	i	i	-3%
CCOc1ccccc1CNC(=O)c1cc2occc2n1C	-2%	x	u	20µM*	-1.1%	6%	-1%	x	x	x	-2%
Cc1cc(NC(=O)COc2ccccc2)n(-c2ccccc2)n1	-1%	u	0%	-7%	-7.0%	0%	2%	i	u	i	6%
CCCn1c(-c2ccc(F)cc2)nc2c(NCC3CCN(C)CC3)nc(C)nc21	x	x	-2%	11%	0.9%	-4%	x	x	x	x	-10%
N[C@@H](C(=O)O)[C@@H]1C[C@H]1C(=O)O	-1%	u	-4%	x	0.3%	0%	2%	i	i	i	1%
Cc1nc2ccccc2c(=O)n1NCc1cc(Br)cs1	3%	i	1%	7%	0.5%	6%	0%	1.2e-08M*	u	1.1e-08M*	-24%
COc1ccc(C)cc1-n1nnnc1SCC(=O)Nc1cc(C)on1	0%	i	-2%	1%	7.2%	3%	-3%	i	i	i	7%
CN(C)S(=O)(=O)c1cccc(C(=O)Nc2ccc(Cl)cn2)c1	-4%	u	0%	-5%	0.3%[57.5 µM]	0%	-18%	u	i	i	-5%
CCCC(=O)NCc1ccc2c(c1)cc(C)n2C	2%	i	-3%	14%	-1.4%	5%	0%	i	i	i	1%
CCN(Cc1ccccc1)S(=O)(=O)c1ccc2oc(C(=O)O)c(C)c2c1	0%	i	7%	-12%	0.4%	6%	1%	i	i	i	3%
c1cn(-c2cc(-c3ccc4c(c3)OCO4)ncn2)cn1	-3%[9.22 µM]	i	-7%	-20%	-1.9%	6%	-1%[2.29 µM]	3.4e-08M*	i	3.1e-08M*	u
COc1ccc(-c2nnc3sc(CCN4C(=O)c5ccccc5C4=O)nn23)cc1	-2%	i	-2%	-17%	1.3%[57.5 µM]	0%	-2%	i	u	i	17%
O=c1[nH][nH]c(=S)c(=O)[nH]1	-3%[9.22 µM]	i	-2%[11 µM]	8%[11.5 µM]	-0.3%[9.22 µM]	-6%[9.17 µM]	0%[11.4 µM]	i	i	i	9%[7.6 µM]
C/C(CC(O)(/C=N/O)c1ccccc1)=N\O (stereo unspecified)	0%	u	-6%	-17%	3.6%[0.369 µM]	x	1%	i	i	i	u
CCOC(=O)C(C#N)c1ccccn1 (stereo unspecified)	0%	i	-1%	-15%	-3.7%	4%	-2%	i	i	i	12%
COc1cc(C)c(N(C(C)=O)c2ccccc2)c(C)c1	2%	x	-1%	7%	-1.4%	-26%	1%	x	x	x	-3%
O=C(Nc1nnc(C2CC2)o1)c1ccc(S(=O)(=O)N2CCCc3ccccc32)cc1	-3%	x	u	-11%	-0.6%	-9%	2%	x	x	x	27%
Nc1nc(-c2ccc(Cl)cc2)cc(C(F)(F)F)n1	3%	i	3%	7%	-2.8%	4%	4%	u	i	u	28%
CCCCOC(=O)c1ccc(NC(=O)CSCc2n[nH]c(=O)[nH]2)cc1	-2%	x	-1%	-9%	0.0%[9.22 µM]	-4%	-1%	x	x	x	2%
Cc1nn(CC(=O)NCCc2ccccc2)c(=O)c2ccccc12	-2%	i	-4%	u	x	-2%	4%	i	i	i	-4%
CCCCC(=O)NCCc1ccc(S(N)(=O)=O)cc1	2%	i	-3%	1%	7.6%	2%	3%	1.3e-05M*	i	1e-05M*	-11%
Cc1c(NC(=O)C2Cc3ccccc3CN2C(=O)c2ccco2)c(=O)n(-c2ccccc2)n1C (stereo unspecified)	0%	u	-1%	3%	-0.5%[57.5 µM]	1%	-2%	i	i	i	-14%
Cc1ccc(O)c(CNc2ccccn2)c1	1%	i	-1%	-15%	x	3%	-8%	i	i	i	-1%
CN(Cc1ccccc1)C(=O)CCCn1c(=O)[nH]c2cc(Cl)ccc2c1=O	-1%	i	-2%	-18%	-1.2%	1%	1%	i	i	i	3%
CC(C)CCNC(=O)Cn1c(NCCC(C)C)nc2c1c(=O)n(C)c(=O)n2C	x	x	-4%[2.3 µM]	-13%	0.6%	-9%	-4%	x	x	x	4%
COc1ccc(-n2c(C)nc3c(cnn3-c3ccc(Cl)cc3)c2=O)cc1	-3%	i	-1%	-3%	-1.3%	12%	3%	i	i	i	u
COc1ccccc1Nc1nc(N)nc(CN2CCN(Cc3ccccc3)CC2)n1	-2%	i	u	-6%	1.6%[57.5 µM]	-4%	0%	i	u	i	15%
O=C(Nc1ccccc1C(F)(F)F)c1cc(-c2ccc(O)cc2)on1	-4%	i	1%	14%	-1.7%	-5%	-5%	i	i	i	u
O=C(CSc1nnnn1-c1cccc2c1CCCC2)N1CCOCC1	-2%	u	-7%	3%	-0.7%[57.5 µM]	-2%	-1%	i	i	i	2%
C=CCN1C(=Nc2ccccc2)SC/C1=C\C(=O)OC	0%	i	13%	29%	-0.2%[57.5 µM]	3%	-1%	i	u	i	1%
CCOC(=O)CCCCC(=O)NC(CO)C(=O)NC (stereo unspecified)	0%[20.6 µM]	u	x	x	x	x	-3%[25.5 µM]	u	i	u	x
COc1cc(-c2nc(-c3ccncc3)no2)cc(OC)c1OC	0%	x	0%	-17%	-0.3%[9.22 µM]	-4%	-5%	x	x	x	28%
CS(=O)(=O)N1CCC2(CCN(Cc3ccc(C#N)cc3)CC2)CC1	0%[9.22 µM]	i	-1%	-8%	0.2%	11%	0%[11.4 µM]	i	i	i	7%
Cc1cccc(-n2nnc(C(=O)NCc3ccco3)c2N)c1	-3%	i	-4%	15%	-2.8%	-13%	-2%	u	i	i	u
COc1ccc2cc(C(c3nnnn3CCc3ccccc3)N3CCC(O)CC3)c(=O)[nH]c2c1 (stereo unspecified)	-1%	1.4e-08M*	0%	-18%	x	-3%	3%	u	4.1e-08M*	u	-5%
O=C(CS(=O)(=O)c1cn(Cc2cccc(F)c2)c2ccccc12)N1CCOCC1	0%	i	-6%	2%	0.1%	4%	3%	i	i	i	-8%

Quoted at random: five compounds from above.
SMILES	Epigenetic mod	Fluorescein fluor	Hsp90 Hop PPI	ERK AVP inh	HBB splice mod	UbGFP stabilizer	Luciferase inh	A350 fluor	Texas Red fluor	4MU fluor	CRE Fsk mod
COc1cc(-c2nc(-c3ccncc3)no2)cc(OC)c1OC	0%	x	0%	-17%	-0.3%[9.22 µM]	-4%	-5%	x	x	x	28%
Cc1cccc(-n2nnc(C(=O)NCc3ccco3)c2N)c1	-3%	i	-4%	15%	-2.8%	-13%	-2%	u	i	i	u
COc1ccc2cc(C(c3nnnn3CCc3ccccc3)N3CCC(O)CC3)c(=O)[nH]c2c1 (stereo unspecified)	-1%	1.4e-08M*	0%	-18%	x	-3%	3%	u	4.1e-08M*	u	-5%
O=C(CS(=O)(=O)c1cn(Cc2cccc(F)c2)c2ccccc12)N1CCOCC1	0%	i	-6%	2%	0.1%	4%	3%	i	i	i	-8%
CS(=O)(=O)N1CCC2(CCN(Cc3ccc(C#N)cc3)CC2)CC1	0%[9.22 µM]	i	-1%	-8%	0.2%	11%	0%[11.4 µM]	i	i	i	7%

A portion of the library; rates above refer to the full screens.
